CAL PDZ FP-1 – CAL PDZ peptide-binding inhibitors, primary screen, biochemical, fluorescence polarization, Cer-tagged CAL PDZ, HTS; inhibition, % at 20 µM; actives 0.02% (n = 330,000); Golgi-associated PDZ and coiled-coil motif-containing protein (Homo sapiens), Q9HD26; AID 504414, 2011; purified CAL PDZ, TMR-peptide fluorescence polarization, 1 h;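 active means highest replicate inhibition of at least 40%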;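 further: plate controls were DMSO neutral control wells for no effect and unlabeled competitor peptide control wells for full effect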
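System: tagged CAL PDZ domain. Schedule: 1 h room-temperature incubation prior to read. Signal: fluorescence polarization (mP). Measure: percent inhibition from loss of millipolarization.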
MITF act – activators of MITF-driven TRPM1 promoter reporter, primary screen, cell-based, SK-MEL-5, luciferase, single point; SK-MEL-5 TRPM1-promoter luciferase, 24 h; % of positive control, neutral wells = 0; activation, % at 12.5 µM; actives 0.75% (n = 300,000); AID 588334, 2011;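 active means mean activation of at least 80% with every replicate also reaching 80%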;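 further: 0% = neutral control wells and 100% = parthenolide positive control wells; values of inactives mirror those of a sister screen read the other way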
dFosB activator – activators of delta FosB homodimer, primary screen, biochemical, fluorescence polarization, TAMRA-CDK5 oligo, single point; Protein FosB (Mus musculus), P13346; purified delta FosB; percent of positive-control signal above neutral wells; activation, % at 25 µM; actives 0.99% (n = 340,000);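 active means mean activation above about 17%, with every replicate also reaching it, limit read from the data, passing the limit was not always enough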;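 further: fluorescence polarization rise as delta FosB binds a TAMRA Cdk5 AP-1 oligo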
CAL PDZ FP-2 – untagged CAL PDZ binding inhibitors, primary screen, biochemical, fluorescence polarization, HTS. inhibition, % at 24.9 µM. purified CAL PDZ, TMR-peptide fluorescence polarization, 1 h. actives 0.92% (n = 300,000). AID 602252, 2012. Golgi-associated PDZ and coiled-coil motif-containing protein (Homo sapiens), Q9HD26;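 active means mean inhibition of at least 30% with at least half of replicates also reaching 30%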;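 further: 0% = DMSO neutral control and 100% = excess unlabeled competitor peptide PRC23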
SR-BI HDL uptake – inhibitors of SR-BI mediated HDL lipid uptake, primary screen, ldlA[mSR-BI] cells, fluorescence, single point. Scavenger receptor class B member 1 (Mus musculus), Q61009. ldlA[mSR-BI] CHO cells, DiI-HDL uptake fluorescence, 3 h. inhibition, % at 12.5 µM. actives 0.96% (n = 320,000). AID 488896, 2010;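 active means mean replicate inhibition of at least 70% and a set share of replicates each scoring 70 or more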;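 further: 0% = median of neutral control wells and 100% = median of positive control wells; values of inactives mirror those of a sister screen read the other way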
Target sequence (Q61009 whole entry, looked up): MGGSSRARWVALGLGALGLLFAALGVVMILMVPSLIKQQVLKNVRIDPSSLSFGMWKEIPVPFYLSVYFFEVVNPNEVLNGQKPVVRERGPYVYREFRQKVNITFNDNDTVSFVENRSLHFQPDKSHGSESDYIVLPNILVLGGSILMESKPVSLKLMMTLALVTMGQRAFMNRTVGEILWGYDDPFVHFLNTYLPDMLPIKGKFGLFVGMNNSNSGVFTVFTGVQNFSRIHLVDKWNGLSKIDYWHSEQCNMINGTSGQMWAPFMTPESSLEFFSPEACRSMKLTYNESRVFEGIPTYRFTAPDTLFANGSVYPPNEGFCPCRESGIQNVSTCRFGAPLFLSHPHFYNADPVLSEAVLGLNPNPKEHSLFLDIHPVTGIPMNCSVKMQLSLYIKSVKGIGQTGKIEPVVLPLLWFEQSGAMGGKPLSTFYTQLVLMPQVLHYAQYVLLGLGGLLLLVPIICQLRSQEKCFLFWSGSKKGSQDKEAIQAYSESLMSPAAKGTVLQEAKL
SR-BI uptake up – activators of SR-BI mediated DiI-HDL uptake, primary screen, ldlA[mSR-BI] CHO cells, DiI fluorescence. actives 0.096% (n = 320,000). 3 h; 100 = double the neutral-control signal. activation, % at 12.5 µM;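 active means mean replicate activation of at least 60% and every replicate at or above 60%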;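 further: 0% = median plate neutral-control signal and 100% = twice that signal; values of inactives mirror those of a sister screen read the other way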
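Test system: SR-BI-overexpressing, LDLR-lacking CHO cells; Also added: labelled HDL, 10 µg/mL; Measured by: bottom-read cell fluorescence after medium removal, ex 550/em 595 nm; Timing: 3 h uptake period with compound, 37 °C; Buffer or medium: F12, 0.5% BSA, 25 mM HEPES; Doses: single compound concentration, delivered by pin transfer.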
NSD2 inh – NSD2 histone methyltransferase inhibitors, primary screen, biochemical, AlphaScreen, single concentration, set 2; Histone-lysine N-methyltransferase NSD2 (Homo sapiens), O96028; NSD2 peptide methylation, 120 min; inhibition, % at 12.5 µM; actives 0.54% (n = 310,000); in the data active means inhibition above about 50%
PvdQ inh – P. aeruginosa PvdQ acylase inhibitors, primary screen, biochemical, fluorescence, plate reader and imaging, single point. purified PvdQ acylase. AID 488965, 2010. actives 0.063% (n = 340,000). inhibition, % at 10 µM; in the data active means inhibition above about 30%, passing the limit was not always enough;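 further: 0% = vehicle neutral wells and 100% = reference inhibitor wells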
PfHsp90 set2 – growth inhibition of PfHsp90-expressing yeast, primary screen, antimalarial PfHsp90 inhibitor project, S. cerevisiae, BacTiter-Glo luminescence, single point, set 2; BacTiter-Glo ATP, 48 h; yeast lacking PDR1 and PDR3 efflux regulators; actives 0.32% (n = 310,000); inhibition, % at 9.4 µM;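 active means every replicate shows inhibition above about 80%, whatever the replicate mean, limit read from the data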;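 further: 0% = DMSO neutral controls and 100% = 20 µM radicicol positive controls; yeast relying on Plasmodium falciparum Hsp90 in place of its own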
Rtt109 Vps75 – inhibitors of C. albicans Rtt109/Vps75 HAT, primary screen, biochemical, ThioGlo CoA-SH fluorescence, plate reader | Histone acetyltransferase RTT109 (Candida albicans (strain SC5314 / ATCC MYA-2876)), … | purified Rtt109/Vps75, 4 h | inhibition, % at 34.9 µM | actives 0.16% (n = 330,000) | AID 540336, 2011;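 active means inhibition of at least 50% in every replicate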
Target sequence (Q5AAJ8 whole entry, looked up): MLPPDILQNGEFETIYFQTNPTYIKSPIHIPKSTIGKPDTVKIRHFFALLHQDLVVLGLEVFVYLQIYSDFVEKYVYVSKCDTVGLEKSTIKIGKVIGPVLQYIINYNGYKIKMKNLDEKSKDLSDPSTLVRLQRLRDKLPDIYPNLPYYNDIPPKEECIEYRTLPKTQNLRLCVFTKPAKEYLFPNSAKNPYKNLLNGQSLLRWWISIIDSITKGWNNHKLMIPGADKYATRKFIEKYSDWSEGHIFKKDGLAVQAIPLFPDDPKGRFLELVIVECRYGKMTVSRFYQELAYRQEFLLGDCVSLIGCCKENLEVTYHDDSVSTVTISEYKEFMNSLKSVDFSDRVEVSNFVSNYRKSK
An asterisk follows results filed as active; . = not tested or not shown.

SMILES	CAL PDZ FP-1	MITF act	dFosB activator	CAL PDZ FP-2	SR-BI HDL uptake	SR-BI uptake up	NSD2 inh	PvdQ inh	PfHsp90 set2	Rtt109 Vps75
O=C(O)c1ccc(N2C(=O)C3C4c5ccccc5C(Br)(c5ccccc54)C3C2=O)cc1 (configuration not stated)	-0.1	0	-6	5	-14	14	0	-17	29	12
NC(=O)c1ccsc1NC(=O)CSc1nnc(Nc2ccccc2)s1	-8.5	-15	-1	3	19	-19	2	-10	-4	-3
CCN(CC)S(=O)(=O)c1ccc(NC(=O)COC(=O)c2c[nH]c(=O)[nH]c2=O)cc1	-0.2	6	1	0	-24	23	-4	1	-10	-5
O=C(OCCCN1CCOCC1)c1ccc(O)c(O)c1	-0.5	18	-4	-3	-1	1	-1	3	-18	-6
Fc1ccccc1C1c2cccn2CCN1C(=S)Nc1ccc(Br)cc1 (configuration not stated)	-0.3	-7	-6	-3	29	-29	.	9	-22	-2
COc1ccc(OC)c(S(=O)(=O)NCCO)c1	-0.6	-4	-2	-3	-18	18	-7	5	16	-15
CCOC(=O)c1c(NC(=O)COC(=O)c2cccnc2OCC)sc(C(=O)N(CC)CC)c1C	-1.6	-31	0	-6	53	-53	27	1	-3	7
Oc1c(C=Nc2ccccc2)sc(=S)n1Cc1ccccc1	.	7	-4	7	-11	11	1	-4	-16	4
Cc1ccc(CNC(=O)c2cc3c(=O)n(C)c4ccccc4c3n2C)cc1	-0.6	-8	3	-3	-8	8	.	-2	19	-14
O=S(=O)(NCC1CCCO1)c1cc(Br)c(Br)s1 (configuration not stated)	-0.9	9	4	-8	.	.	-3	8	-19	10
COCCN(C(=O)c1ccccc1F)c1nc(-c2ccc(OC)cc2)cs1	-0.2	.	-4	-5	33	-33	-3	-6	-12	-2
O=C(NNC(=O)c1cccs1)c1cccc(F)c1	-0.1	17	-1	0	-13	13	-2	4	-28	-5
Cc1ccc(S(=O)(=O)N2CCN(c3ccc4nnc(-c5ccccc5)n4n3)CC2)cc1	-1.8	.	-2	.	-24	25	.	7	14	7
CC(=O)N(Cc1ccccc1)c1ccccc1C(=O)O	1.5	8	-2	0	-2	2	.	-4	4	-9
CN(Cc1ccccc1)C(=O)COC(=O)COc1ccc(C#N)cc1	-3.6	5	0	-4	1	-1	-2	-6	-34	-4
O=C(COC(=O)C1CCN(S(=O)(=O)c2cccs2)CC1)c1ccccc1	-0.1	10	7	9	-11	11	-1	1	-6	-23
C/C(CC(=O)Nc1ccc2c(c1)OCCO2)=N\NC(=O)c1ccccc1F	0.2	6	0	-6	-11	11	-2	5	-7	1
CC(C)(C)c1ccc(C(=O)NCC(=O)N/N=C/c2ccccc2OCC(=O)O)cc1	-1.1	5	-5	.	-35	35	0	-16	15	4
CC1CCCC(C)N1CCNC(=O)Nc1ccc(Cl)cc1 (configuration not stated)	-0.7	21	1	-1	-16	16	2	-12	13	-27
CC(=O)c1ccc(S(=O)(=O)N2CCC(NC(=O)Nc3cccc(F)c3)CC2)cc1	-1.6	7	-10	-3	-4	4	.	-9	0	0

Part of the list above in order of length of the SMILES, descending.
SMILES	CAL PDZ FP-1	MITF act	dFosB activator	CAL PDZ FP-2	SR-BI HDL uptake	SR-BI uptake up	NSD2 inh	PvdQ inh	PfHsp90 set2	Rtt109 Vps75
CCN(CC)S(=O)(=O)c1ccc(NC(=O)COC(=O)c2c[nH]c(=O)[nH]c2=O)cc1	-0.2	6	1	0	-24	23	-4	1	-10	-5
Cc1ccc(S(=O)(=O)N2CCN(c3ccc4nnc(-c5ccccc5)n4n3)CC2)cc1	-1.8	.	-2	.	-24	25	.	7	14	7
CC(=O)c1ccc(S(=O)(=O)N2CCC(NC(=O)Nc3cccc(F)c3)CC2)cc1	-1.6	7	-10	-3	-4	4	.	-9	0	0
CC(C)(C)c1ccc(C(=O)NCC(=O)N/N=C/c2ccccc2OCC(=O)O)cc1	-1.1	5	-5	.	-35	35	0	-16	15	4
C/C(CC(=O)Nc1ccc2c(c1)OCCO2)=N\NC(=O)c1ccccc1F	0.2	6	0	-6	-11	11	-2	5	-7	1
Fc1ccccc1C1c2cccn2CCN1C(=S)Nc1ccc(Br)cc1 (configuration not stated)	-0.3	-7	-6	-3	29	-29	.	9	-22	-2
NC(=O)c1ccsc1NC(=O)CSc1nnc(Nc2ccccc2)s1	-8.5	-15	-1	3	19	-19	2	-10	-4	-3
CC1CCCC(C)N1CCNC(=O)Nc1ccc(Cl)cc1 (configuration not stated)	-0.7	21	1	-1	-16	16	2	-12	13	-27
O=C(OCCCN1CCOCC1)c1ccc(O)c(O)c1	-0.5	18	-4	-3	-1	1	-1	3	-18	-6
O=C(NNC(=O)c1cccs1)c1cccc(F)c1	-0.1	17	-1	0	-13	13	-2	4	-28	-5
COc1ccc(OC)c(S(=O)(=O)NCCO)c1	-0.6	-4	-2	-3	-18	18	-7	5	16	-15

(further entries)
SMILES	CAL PDZ FP-1	MITF act	dFosB activator	CAL PDZ FP-2	SR-BI HDL uptake	SR-BI uptake up	NSD2 inh	PvdQ inh	PfHsp90 set2	Rtt109 Vps75
CC(=O)c1ccc(NC(=O)CSc2nnc(C3CC3)n2C)cc1	-3.5	16	-10	-6	-9	9	4	-9	-5	-12
CC1CCN(CC(=O)NCc2ccco2)CC1	0.5	-3	5	-1	3	-3	3	15	3	-4
CCC(C)[C@H](NC(=O)Nc1ccc(S(N)(=O)=O)cc1)C(=O)OC (some centres not stated)	-2.0	0	-7	-4	.	.	-1	-9	-25	-2
COc1ccc(S(=O)(=O)n2cnc3cc(C)c(C)cc32)cc1C	-2.0	-3	-8	-3	-11	11	.	-11	-6	7
COc1ccc(-c2cc(=O)[nH]c(N3CCN(Cc4ccccc4)CC3)n2)cc1	-2.2	-14	-2	-2	54	-54	7	-1	0	1
O=C(Nc1ccccc1N1CCOCC1)c1cc(-c2ccncc2)nc2ccccc12	-1.6	-1	-17	9	5	-5	.	-13	4	2
COCCn1c(Cc2ccccc2)nnc1SCC(=O)N1CCOCC1	1.4	-8	1	2	-24	24	4	-1	-7	-14
Cc1cccc2nc(COc3ccc4ccccc4c3Br)cn12	-3.0	100*	1	-4	.	.	-5	6	-27	.
O=C(CCCn1c(=O)oc2ccccc21)Nc1ccccc1	-2.8	50	1	-4	-17	17	-3	-13	5	-14
COc1ccccc1NC(=O)Cc1noc(CSc2nnc(C)n2C)n1	-5.1	-7	-3	0	-9	9	-2	3	29	2
C#CCOCCOCCOCCNc1nc(N2CCN(C(=O)[C@H](Cc3ccc(O)cc3)n3cc(C(N)CC(C)C)nn3)CC2)nc(N2CCN(C(=O)[C@H](CCC(=O)O)n3cc(C(N)[C@H](C)CC)nn3)CC2)n1 (some centres not stated)	-1.4	-4	2	0	-12	12	.	2	-4	22
COc1ccc(CC(=O)OCC(=O)Nc2ccc(C(=O)Nc3ccc(OC)cc3)cc2)cc1	-19	11	22*	-1	59	-59	0	-15	-27	-5
CC(=O)c1c(N2CCN(c3cccc(Cl)c3)CC2)nc(=S)n(-c2ccccc2)c1C	-1.4	-10	2	-6	4	-4	8	-2	5	20
COc1ccc(-c2ccnc3nc(Sc4ncc(C(F)(F)F)cc4Cl)nn23)cc1	-3.0	-6	-20	.	-7	7	-2	-10	5	-4
O=C(N/N=C1/C(=O)c2cccc3cccc1c23)c1ccc(Cl)cc1	-1.8	8	-1	2	-16	16	1	7	-57	12
Cc1cc(NC(=O)c2coc(=O)c(Br)c2)ccc1C(C)C	-1.3	.	5	.	6	-6	3	6	6	5
C=CCn1c(-c2ccccc2)nc(=S)c2c1CC(C)(C)OC2	-2.7	.	-2	0	0	0	-3	-10	.	.
CC1CC1C(=O)Nc1nc2ccc(Cl)cc2s1 (configuration not stated)	-2.0	5	-8	0	28	-28	.	-10	-67	-9
CCCCCn1c(=NC(C)=O)c(C#N)cc2c(=O)n3ccccc3nc21	-0.8	3	-8	.	-37	37	7	-10	.	-11
O=C(CCC(=O)N1CCCC(Nc2ccccc2)C1)c1ccc(F)cc1 (configuration not stated)	-1.4	-5	-2	13	-7	7	2	-3	-5	-1
O=C(CCn1c(=S)[nH]c2cc3c(cc2c1=O)OCO3)NCc1cccc(Cl)c1	-0.3	-3	21*	17	-22	22	27	-10	49	-6
O=C(CSc1nnc(-c2ccc(OC(F)F)cc2)o1)NCc1cccs1	0.2	6	10	.	24	-24	-1	-12	1	10
Cc1cccc(CN2CCc3c([nH]c4ccccc34)C2CC(C)C)n1 (configuration not stated)	32	-13	-6	-3	-18	18	4	1	6	-28
CCCCn1c(N)c(N(CCOC)C(=O)CN2c3ccccc3CC2C)c(=O)[nH]c1=O (configuration not stated)	-2.4	-2	-9	-5	-3	3	3	-2	-19	9
O=C(NNC(=O)c1c(F)cccc1F)c1sccc1-n1cccc1	32	4	7	4	-18	18	-1	-2	2	-3
C[C@]12c3[nH]c4ccccc4c3CCN1C(=O)C(CC(=O)NCc1cccc(C(F)(F)F)c1)C[C@@H]2C(=O)N1CCCCC1 (some centres not stated)	1.8	-13	-6	-2	38	-38	.	-1	8	8
COc1ccc(N2CCN(C(=O)CN=C3NS(=O)(=O)C(c4ccc(C)cc4)=C3C)CC2)cc1	-0.3	-15	-6	-1	52	-52	2	1	1	-10
CC(=O)c1cccc(NC(=O)N2C3CCCC2CC(NC(=O)C2CC2)C3)c1 (configuration not stated)	-1.1	.	-8	-3	.	.	-4	10	-5	3
CCNC(=O)C(=O)NCCc1ccc(Cl)cc1	1.3	1	1	-9	12	-12	-2	-6	.	-3

Screening data from PubChem BioAssay.
